ERp5 block = inhibitors of ERp5-driven insulin aggregation, primary screen, biochemical, turbidity, absorbance 650 nm, single point. 90 min. Protein disulfide-isomerase A6 (Homo sapiens), Q15084. actives 0.05% (n = 350,000). inhibition, % at 9.99 µM;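 active = mean replicate inhibition above about 25%, with every replicate also reaching it, limit read from the data, passing the limit was not always enough; inconclusive = only one of those two criteria met; inactive = neither criterion met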
Target sequence (Q15084 whole entry, looked up): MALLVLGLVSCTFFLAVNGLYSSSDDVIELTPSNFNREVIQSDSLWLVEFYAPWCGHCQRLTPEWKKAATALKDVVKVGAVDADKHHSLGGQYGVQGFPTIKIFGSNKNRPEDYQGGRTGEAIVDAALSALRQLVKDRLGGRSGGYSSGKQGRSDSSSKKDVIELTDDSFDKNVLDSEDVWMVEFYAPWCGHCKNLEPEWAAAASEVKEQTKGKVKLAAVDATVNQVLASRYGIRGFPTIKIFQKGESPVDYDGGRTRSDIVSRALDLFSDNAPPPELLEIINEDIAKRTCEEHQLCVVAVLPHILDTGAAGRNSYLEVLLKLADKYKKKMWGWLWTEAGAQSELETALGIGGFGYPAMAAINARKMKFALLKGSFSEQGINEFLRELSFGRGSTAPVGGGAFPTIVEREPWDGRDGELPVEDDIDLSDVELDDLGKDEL
E-selectin induc = E-selectin induction in HUVECs, primary screen, imaging, HUVEC, immunofluorescence imaging, single point. P16581. normalized: neutral wells 0, TNF-alpha wells 100. activation, % at 7.58 µM. actives 0.37% (n = 260,000);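 active = mean E-selectin-positive cell signal at least 10% of the positive control, reached in at least 60% of replicates, without over 20% cell loss; inconclusive = no rule given, readout overlaps actives, possibly toxicity-flagged; inactive = the rest, including those meeting only one limit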;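 also: in these data hits start at about 27%; measured in HUVEC primary endothelial cells; signal is the percent of cells scored E-selectin positive by PE staining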
Target sequence (P16581 whole entry, looked up): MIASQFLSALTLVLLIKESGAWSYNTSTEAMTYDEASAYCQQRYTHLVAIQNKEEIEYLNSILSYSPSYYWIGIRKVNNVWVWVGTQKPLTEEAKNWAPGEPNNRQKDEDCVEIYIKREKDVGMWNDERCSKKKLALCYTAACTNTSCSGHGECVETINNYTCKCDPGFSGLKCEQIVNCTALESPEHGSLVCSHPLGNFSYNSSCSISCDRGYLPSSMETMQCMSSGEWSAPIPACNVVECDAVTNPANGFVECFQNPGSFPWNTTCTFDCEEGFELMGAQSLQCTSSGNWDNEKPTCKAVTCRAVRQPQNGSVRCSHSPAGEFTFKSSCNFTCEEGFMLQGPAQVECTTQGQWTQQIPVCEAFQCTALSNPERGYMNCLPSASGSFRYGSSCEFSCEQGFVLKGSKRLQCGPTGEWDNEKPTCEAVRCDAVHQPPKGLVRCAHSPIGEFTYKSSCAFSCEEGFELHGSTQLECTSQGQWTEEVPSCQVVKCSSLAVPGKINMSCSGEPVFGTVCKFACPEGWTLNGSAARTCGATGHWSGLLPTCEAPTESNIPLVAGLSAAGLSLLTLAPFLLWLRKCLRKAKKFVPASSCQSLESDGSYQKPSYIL
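System: HUVEC, human umbilical vein endothelial cells; quantity: 3,000 cells/well; buffer or medium: EGM-2 medium, gelatin-coated wells; dosing: single-point compound dose; detection: immunofluorescence imaging; evaluation: % PE-positive cells; benchmarks: TNF-alpha, DMSO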
DENV2 CPE rescue = inhibitors of DENV2 cytopathic effect, primary screen, cell-based, plate reader, single concentration | DENV2-infected cells, cytopathic effect rescue | CPE inhibition, % at 9.99 µM | actives 1.7% (n = 350,000); in the data active = CPE inhibition above about 20%, passing the limit was not always enough; inconclusive = no clear call, values can overlap the other calls; tested in BHK-21 cells;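 also: 0% = median of neutral control wells and 100% = median of positive control wells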
S100A4 inh HTS = inhibitors of S100A4-myosin IIA peptide binding, primary screen, biochemical, fluorescence polarization, TAMRA-MyoIIA peptide; Protein S100-A4 (Homo sapiens), P26447; inhibition, % at 10.7 µM; actives 0.14% (n = 360,000); AID 652163, 2013;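 active = mean inhibition of at least 70% across replicates, with every replicate also reaching that level; inconclusive = mean inhibition reaches 70% but some replicates fall short; inactive = mean inhibition below 70%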
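Compound dosing: one dose per compound; test system: human S100A4 monomer with TAMRA-labelled myosin IIA peptide; probe or stimulus: TAMRA-labelled myosin IIA heavy-chain peptide probe, 5 nM; medium: HEPES buffer with Ca2+, pH 7.2; schedule: 5 min incubation before reading; benchmarks: neutral control DMSO, positive control TFP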
SIRT5 inh = SIRT5 desuccinylase inhibitors, primary screen, biochemical, fluorescence imaging, single point, set 5. inhibition, % at 15 µM. AID 652115, 2013. Purified SirT5, succinyl-peptide AMC, trypsin-coupled fluorescence. actives 1.1% (n = 330,000). NAD-dependent protein deacylase sirtuin-5, mitochondrial (Homo sapiens), Q9NXA8; in the data active = inhibition above about 15%; inconclusive = no clear call, values can overlap the other calls
PglD inh = C. jejuni PglD acetyltransferase inhibitors, primary screen, biochemical, DTNB colorimetric, single point; UDP-N-acetylbacillosamine N-acetyltransferase PglD (Campylobacter jejuni); purified PglD enzyme, DTNB colorimetric CoA detection; inhibition, % at 12.5 µM; actives 0.098% (n = 360,000); in the data active = inhibition above about 16%, passing the limit was not always enough; inconclusive = no clear call, values can overlap the other calls; also: strong numbers were not always called active
Statin myotox sup = suppressors of statin myotoxicity in C2C12 myotubes, primary screen, cell-based, single point, plate reader. rescue of ATP level, % at 7.49 µM. actives 0.78% (n = 330,000). C2C12 myotubes + simvastatin, ATP luminescence, 48 h; scaled: DMSO 0, geranylgeraniol control 100;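 active = mean ATP rescue above about 67%, or every replicate alone reaching that limit, limit read from the data, passing the limit was not always enough; inconclusive = no clear call, values can overlap the other calls; inactive = mean under the limit and some replicate under it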;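 also: myotubes were challenged with 10 µM simvastatin during compound exposure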
An asterisk follows results filed as active; ? = inconclusive; · = not tested or not shown; & = joins results of further samples. A portion of the library. The share of hits here may be higher or lower than overall.

SMILES | ERp5 block | E-selectin induc | DENV2 CPE rescue | S100A4 inh HTS | SIRT5 inh | PglD inh | Statin myotox sup
COc1ccc(NC(=O)Nc2ccc3c(c2)C(=O)N([C@H](C)CO)C[C@H](C)[C@@H](CN(C)C(=O)c2ccccc2)OCCCC[C@H](C)O3)cc1 | 18 | -0.2 | -1 | -9 | 0 | -1 | 45
COc1ccc(NC(=O)c2cc(OC)c(OC)c(OC)c2)cc1S(=O)(=O)N1CCCCC1 | 3 | · | -4 | 0 | -3 | 1 | 4
CCOC(=O)c1cc(C#N)c(N2CCN(c3ccccn3)CC2)nc1-c1ccccc1 | 0 | · | -8 | -3 | -3 | 0 | 5
O=C(CN(c1ccccc1F)S(=O)(=O)c1ccccc1)NC1CCCCCC1 | -2 | · | 0 | -1 | 3 | · | ·
COc1ccc(-c2nnc(SCC(=O)NC3CCCCC3)o2)cc1 | -1 | 0.9 | -4 | -4 | -12 | -2 | 30
Cc1cccc(CN2C(=O)[C@H]3Cc4c([nH]c5ccccc45)C(C)(C)N3C2=O)c1 | 1 | -0.1 | 19 | 2 | 2 | 3 | ·
C[C@H]1CN([C@@H](C)CO)C(=O)c2cc(C#CCN(C)C)cnc2O[C@H]1CN(C)S(=O)(=O)c1ccccc1 | 5 | -0.2 | -5 | -21 | 63* | -2 | 4
CN1CCN(C(=O)c2cc(COc3ccccc3)on2)[C@@H](c2ccccc2)C1 | -3 | · | -8 | -1 | -5 | -2 | -4
FC(F)(F)c1cccc(N2CCN(C3CC4CCC3C4)CC2)c1 (centres undefined) | 0 | · | 0 | 0 | · | -10 | 4
O=C(Cc1ccccc1)N1CC(=O)N2[C@H](CO)[C@H](c3ccc(-c4cccc(F)c4)cc3)[C@@H]2C1 | 5 | 0.2 | -4 | -1 | 1 | · | ·
CCn1cc(SCC(=O)N2CCc3ccccc32)c2ccccc21 | -3 | -0.2 | -1 | 10 | -3 | 7 | 2
O=C(N/N=C/c1ccc(O)cc1)c1cncc(Br)c1 | 4 | 17 | -2 | 0 | 1 | -3 | 2
CC(C)(C)c1nnc(NC(=O)CCS(=O)(=O)Cc2ccccc2)s1 | 2 | 0.6 | 1 | 4 | -2 | 0 | 35
c1ccc(OCc2nc(-c3ccncc3)no2)cc1 | 5 | 1.6 | -5 | -1 | 0 | 3 | 6
O=C(NCC1CCCO1)c1cnc(Cl)c(Cl)c1 (centres undefined) | -2 | · | 2 | -4 | -4 | -6 | 12
COCC(=O)N1CCCCN2[C@@H](CO)[C@@H](c3ccc(-c4cccc(C)c4)cc3)[C@@H]2C1 | 4 | -0.2 | 6 | 6 | 1 | -2 | ·
CCOc1ccc(N2C(=O)Nc3ccc(Br)cc3C2(O)C(=O)NC(C)C)cc1 (centres undefined) | 3 | · | -6 | 1 | -1 | 3 | 0
Cc1cc(Br)ccc1NC(=O)CNC(=O)CNc1cccc([N+](=O)[O-])c1 | 6 | · | ? | 6 | -3 | 4 | -1
CCCCC/C(=N\NC(=O)CCC(=O)NCc1ccccc1)c1ccccc1 | -7 | 2.8 | -5 | 0 | -4 | · | ·
C[C@H]1CN([C@@H](C)CO)S(=O)(=O)c2ccc(C#Cc3ccc(F)cc3)cc2O[C@H]1CN(C)C(=O)NC1CCCC1 | 11 | 1.1 | -21 | -18 | 1 | 1 | 49

Next part; the last 6 above are carried over.
SMILES | ERp5 block | E-selectin induc | DENV2 CPE rescue | S100A4 inh HTS | SIRT5 inh | PglD inh | Statin myotox sup
O=C(NCC1CCCO1)c1cnc(Cl)c(Cl)c1 (centres undefined) | -2 | · | 2 | -4 | -4 | -6 | 12
COCC(=O)N1CCCCN2[C@@H](CO)[C@@H](c3ccc(-c4cccc(C)c4)cc3)[C@@H]2C1 | 4 | -0.2 | 6 | 6 | 1 | -2 | ·
CCOc1ccc(N2C(=O)Nc3ccc(Br)cc3C2(O)C(=O)NC(C)C)cc1 (centres undefined) | 3 | · | -6 | 1 | -1 | 3 | 0
Cc1cc(Br)ccc1NC(=O)CNC(=O)CNc1cccc([N+](=O)[O-])c1 | 6 | · | ? | 6 | -3 | 4 | -1
CCCCC/C(=N\NC(=O)CCC(=O)NCc1ccccc1)c1ccccc1 | -7 | 2.8 | -5 | 0 | -4 | · | ·
C[C@H]1CN([C@@H](C)CO)S(=O)(=O)c2ccc(C#Cc3ccc(F)cc3)cc2O[C@H]1CN(C)C(=O)NC1CCCC1 | 11 | 1.1 | -21 | -18 | 1 | 1 | 49
Cc1cc(C)cc(C(=O)NC(CC(N)=O)c2ccc(N3CCC(Br)CC3)c([N+](=O)[O-])c2)c1 (centres undefined) | 2 | 0.1 | ? | 28 | 8 | 4 | -6
COc1ccccc1CNC(=O)C[C@@H]1C=C[C@H](NC(=O)CN(C)C)[C@@H](CO)O1 | 2 | -0.2 | 5 | -9 | -2 | 4 | -9
CNC(=O)CSc1nnc(-c2ccccn2)n1Cc1ccco1 | 3 | · | -3 | 6 | -5 | -2 | -4
CC(NS(=O)(=O)c1ccc(Cl)c(Cl)c1)C(=O)OCC(=O)Nc1ccc2c(c1)OCO2 (centres undefined) | -5 | 0.8 | 1 | -9 | 1 | -3 | 16
C/C=C/c1ccc([C@H]2[C@@H](CO)N(C(C)=O)C23CN(C(=O)c2ccncc2)C3)cc1 | -2 | 0.0 | -2 | -8 | 2 | · | ·
Cc1ccc(S(=O)(=O)NC(=O)C2(C)CCN2C(=O)Cc2cccs2)cc1 (centres undefined) | 3 | 0.0 | 49* | -4 | · | -4 | 1
Cc1ccc(S(=O)(=O)NCCC(=O)OCc2ccc([N+](=O)[O-])cc2)cc1C | 4 | -0.2 | -4 | 18 | 3 | · | ·
Cc1nc(CNC(=O)C2CCC(=O)N(CCc3ccc(Cl)cc3)C2)sc1C (centres undefined) | 2 | · | 1 | -3 | -1 | -4 | 2
O=S(=O)(c1ccccc1)N1CCN(c2cccc(Cl)c2)CC1 | 3 | 0.8 | -3 | -5 | 0 | -2 | 8
S=c1sscc1-c1ccccc1 | -3 | -0.3 | 12 | 1 | · | -1 | 6
O=C(COC(=O)c1c(F)cccc1F)Nc1ccc(N2CCCCC2)cc1 | 1 | · | -7 | -5 | -4 | 3 | -4
CN(C)c1ccc(C2Nc3ccccc3C(=O)N2CCN2CCNC2=O)cc1 (centres undefined) | 2 | 2.1 | 3 | 2 | 1 | 4 | 8
C=Cc1ccc(Cn2c(C)c(C(=O)NCc3ccc(C#N)cc3)sc2=O)cc1 | 5 | · | 6 | -3 | · | -6 | 29
COc1cc(OC)cc(C(=O)N(Cc2ccco2)c2c(N)n(Cc3ccccc3)c(=O)[nH]c2=O)c1 | -1 | · | -5 | 0 | 8 | 4 | 31
Cc1noc(C)c1NC(=O)Nc1ccc2c(c1)C(=O)N([C@H](C)CO)C[C@H](C)[C@H](CN(C)C(=O)Nc1ccc(F)cc1)OCCCC[C@@H](C)O2 | 2 | 0.1 | 10 | 4 | -5 | 1 | -6
CC(C)(C)c1ccc(Oc2ccc(NC(=O)c3cccs3)cn2)cc1 | 2 | · | -3 | -6 | -3 | -2 | -41
CN(C)S(=O)(=O)c1cc(NC(=O)COC(=O)C2COc3ccccc3O2)ccc1Cl (centres undefined) | 3 | · | 2 | 1 | -1 | · | ·
CN1C(=O)[C@H]2[C@@H](c3ccc(C(F)(F)F)cc3)N[C@]3(CCCN(Cc4ccco4)C3=O)[C@H]2C1=O | -2 | 0.0 | 4 | -1 | -5 | -5 | 7
Cc1cc(C)cc(NC(=O)C2CC3CCC2C3)c1 (centres undefined) | 2 | · | ? | -5 | -7 | -5 | 1
CN1CCCC(OC(=O)c2ccc(C#N)cc2)C1 (centres undefined) | 2 | -0.2 | 6 | 3 | -6 | -6 | 6
Cc1cc2ncc(-c3ccc(Cl)cc3)c(N)n2n1 | 4 | 0.5 | -1 | 3 | -5 | -1 | 9
CC(=O)N1c2ccccc2N(Cc2ccc(C)cc2C)C(=O)C1(C)C | -5 | 1.4 | -1 | -9 | 2 | 4 | ·
CNS(=O)(=O)c1ccc(C(=O)NCC(=O)NCCC(c2ccccc2)c2ccccc2)cc1 | 0 | 3.2 | -6 | -1 | -7 | -4 | 9
CCc1cnc(N2[C@H](C#N)[C@@H](c3ccc(C#Cc4ccccc4F)cc3)[C@@H]2CO)s1 | 1 | 2.0 | -19 | 2 | 2 | -1 | 43
O=C(c1ccc2ccccc2c1)C1CCCN(C(=O)c2cnccn2)C1 (centres undefined) | -4 | 0.6 | · | -3 | -4 | -9 | 4
C[C@H]1CN([C@@H](C)CO)C(=O)Cc2cc(NC(=O)Nc3ccc4c(c3)OCO4)ccc2O[C@@H]1CN(C)Cc1ccc2c(c1)OCO2 | 11 | -0.2 | -8 | 3 | 0 | -1 | -12
COc1ccc(NC(=O)COC(=O)COc2ccc(Br)cc2)cc1 | -5 | 1.1 | 4 | 4 | 2 | · | ·
COc1ccccc1C(CC(=O)Nc1ccccc1C)c1ccc(OC(C)C)cc1 (centres undefined) | -2 | 0.0 | 10 | 1&1 | -1 | 0 | ·
COc1cccc(C(=O)Nc2ccc3c(c2)C(=O)N(C)C[C@@H](OC)[C@@H](C)CN(C(C)=O)[C@@H](C)CO3)c1 | 4 | -0.1 | 1 | 7 | 2 | -2 | 13
CCOC(=O)[C@]12CCCC=C1N(Cc1ccc(Cl)cc1Cl)C(=O)[C@H](CC(=O)NCc1cccc3ccccc13)C2 | -2 | · | 7 | 3 | -4 | · | ·
CCC(c1nc2ccccc2[nH]1)n1c(-c2ccc3cc[nH]c3c2)nc2ccccc21 (centres undefined) | 4 | 0.1 | -12 | -8 | -2 | · | ·
CCN(Cc1ccncc1)C(=O)c1cc(COc2c(F)cccc2F)on1 | -2 | -0.5 | 5 | 1 | -2 | 1 | 4
CC(C)c1ccc(/C=N\NC(=O)c2ccc(Cn3cccn3)o2)cc1 | 1 | · | -7 | -1 | -3 | 3 | -24
CC(C)n1nc(C(=O)NC2CCCCCC2)c2ccccc2c1=O | -4 | · | -3 | -3 | -2 | 0 | 7
CCN1CCN(CCC(=O)Nc2cc(C)ccc2C)CC1 | -1 | 0.0 | 6 | -6 | -4 | 7 | 4

Arranged by count of non-hydrogen atoms (lowest first): 3 of the compounds above.
SMILES | ERp5 block | E-selectin induc | DENV2 CPE rescue | S100A4 inh HTS | SIRT5 inh | PglD inh | Statin myotox sup
CNC(=O)CSc1nnc(-c2ccccn2)n1Cc1ccco1 | 3 | · | -3 | 6 | -5 | -2 | -4
CCCCC/C(=N\NC(=O)CCC(=O)NCc1ccccc1)c1ccccc1 | -7 | 2.8 | -5 | 0 | -4 | · | ·
CCOC(=O)[C@]12CCCC=C1N(Cc1ccc(Cl)cc1Cl)C(=O)[C@H](CC(=O)NCc1cccc3ccccc13)C2 | -2 | · | 7 | 3 | -4 | · | ·

Structures listed above shown as hits in SIRT5 inh:
canonical_smiles	ERp5 block	DENV2 CPE rescue	S100A4 inh HTS	SIRT5 inh	PglD inh
C[C@H]1CN([C@@H](C)CO)C(=O)c2cc(C#CCN(C)C)cnc2O[C@H]1CN(C)S(=O)(=O)c1ccccc1	5	-5	-21	63*	-2

Screening results as filed in PubChem.
